DNMT1 inh = blocks human DNA methyltransferase DNMT1; P26358; DNMT1 molecular beacon, Hinp1I cleavage, fluorescence; inhibition (reported as % activation of signal), % at 10 µM; hit rate 0.83% among 360,000; in the data active = inhibition above about 50%
SUMO1 PPI mod = modulators of human SUMO1-mediated protein-protein interactions; inhibition, % at 20 µM; SUMO1 binding to a labelled peptide, TR-FRET, 1 h; AID 602429; hit rate 0.33% among 360,000; P63165; in the data active = inhibition above about 37%
Target sequence (P63165 whole entry, looked up): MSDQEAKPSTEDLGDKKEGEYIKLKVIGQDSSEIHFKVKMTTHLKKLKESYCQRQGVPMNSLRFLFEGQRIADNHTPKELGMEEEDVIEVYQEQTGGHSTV
LMPTP block = LMPTP (human) inhibition; recombinant LMPTP-A, OMFP fluorogenic substrate, fluorescence intensity; P24666; inhibition, % at 20 µM; hit rate 0.22% among 360,000;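 active = compounds that cut the enzyme signal by at least half of the control window in the single-dose screen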;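 note: plate controls were DMSO wells with enzyme plus substrate for no effect and substrate without enzyme for full effect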
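Assay system: LMPTP-A, protein tyrosine phosphatase of low molecular weight / Medium: pH 6.0 Bis-Tris buffer with DTT and Triton X-100 / Schedule: 50 min enzyme reaction at room temperature, protected from light / Measured by: endpoint fluorescence intensity from OMFP dephosphorylation / Read-out basis: % inhibition relative to no-enzyme and uninhibited control wells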
MsrA inhibitor = bovine MsrA inhibition; hit rate 0.75% among 360,000; AID 651718; inhibition, % at 15.5 µM; purified bovine MsrA, absorbance read-out; in the data active = inhibition above about 4.5%;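 note: 0% = vehicle wells with enzyme and 100% = reference inhibitor wells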
STEP inh = STEP (human) phosphatase inhibition; hit rate 0.25% among 360,000; P54829; inhibition, % at 20 µM; AID 588621; recombinant STEP, OMFP fluorogenic substrate, fluorescence;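 active = inhibition at 20 µM, scaled per plate between control wells, above about 37%, limit read from the data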;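 note: 0% = DMSO with enzyme and substrate and 100% = substrate only without enzyme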
Target sequence (P54829 whole entry, looked up): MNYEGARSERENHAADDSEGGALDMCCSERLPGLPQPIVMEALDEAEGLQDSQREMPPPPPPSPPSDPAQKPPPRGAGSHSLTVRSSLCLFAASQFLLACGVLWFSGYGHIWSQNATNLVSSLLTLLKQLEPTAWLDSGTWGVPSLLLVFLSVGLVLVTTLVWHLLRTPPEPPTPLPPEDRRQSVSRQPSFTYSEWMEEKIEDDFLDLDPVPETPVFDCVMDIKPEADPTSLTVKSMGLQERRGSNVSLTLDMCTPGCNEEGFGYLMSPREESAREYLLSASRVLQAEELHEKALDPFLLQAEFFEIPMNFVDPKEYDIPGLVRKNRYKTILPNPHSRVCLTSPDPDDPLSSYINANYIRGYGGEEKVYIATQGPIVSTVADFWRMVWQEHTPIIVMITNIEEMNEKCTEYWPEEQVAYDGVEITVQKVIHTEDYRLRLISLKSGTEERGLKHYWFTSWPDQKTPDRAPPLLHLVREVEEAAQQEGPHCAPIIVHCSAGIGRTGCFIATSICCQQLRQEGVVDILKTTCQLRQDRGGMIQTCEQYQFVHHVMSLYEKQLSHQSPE
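System: STEP phosphatase, cell-free reaction; Buffer or medium: Bis-Tris pH 6.0 buffer with DTT, detergent; Incubation: 20 min at room temperature, dark; Measured by: fluorescence, 480/540 nm.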
CSN inh = inhibitors of human CSN-mediated cullin deneddylation | Purified CSN, SCF-Nedd8-OG deneddylation, fluorescence polarization | AID 651999 | inhibition, % at 12.5 µM | hit rate 0.38% among 360,000 | Q92905;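 active = pattern-corrected inhibition above about 35%, with an unprinted fluorescence ratio check between 0.5 and 1.5, limit read from the data, passing the limit was not always enough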;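 note: 0% = enzyme with substrate and 100% = substrate without enzyme; some results filed as inactive read as strong as hits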
Target sequence (Q92905 whole entry, looked up, one chain of several): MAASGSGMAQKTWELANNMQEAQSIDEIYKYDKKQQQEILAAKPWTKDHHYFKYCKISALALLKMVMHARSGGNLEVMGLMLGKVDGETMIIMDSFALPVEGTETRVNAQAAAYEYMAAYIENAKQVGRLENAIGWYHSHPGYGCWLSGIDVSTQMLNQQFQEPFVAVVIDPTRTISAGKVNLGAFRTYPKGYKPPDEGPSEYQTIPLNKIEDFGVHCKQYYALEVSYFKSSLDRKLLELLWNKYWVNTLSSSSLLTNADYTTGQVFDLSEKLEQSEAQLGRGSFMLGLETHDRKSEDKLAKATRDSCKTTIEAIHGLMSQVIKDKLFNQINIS
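Assay system: HEK293T-derived human Csn5 enzyme; quantity: 0.24 nM enzyme; medium: Tris/NaCl/DTT buffer, pH 7.5; also added: substrate SCFSkp2-Nedd8OG, 10 nM; doses: 12.5 µM compound; schedule: 90 min reaction at room temperature; signal: FP; read-out: % inhibition of substrate cleavage by Csn5; benchmarks: substrate-only high control, full reaction low control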
Tb MetRS inh = blocks T. brucei methionyl-tRNA synthetase activity | purified T. brucei MetRS, ATP depletion, Kinase-Glo luminescence | inhibition, % at 11.9 µM | hit rate 0.4% among 360,000 | AID 624268;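 active = inhibition above a per-plate cutoff of the control wells' mean inhibition plus 3 SD, cut at about 5.5% in these data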;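 note: 0% = DMSO wells median and 100% = median of wells with control inhibitor compound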
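Dosing: 11.9 µM single point; system: parasite MetRS enzyme; technique: luminescence of leftover ATP; times: 15 min enzyme-compound preincubation, 2 h reaction, 10 min detection, 25 °C; replicates: each compound tested once; read-out basis: percent inhibition relative to median high and low control wells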
Scp1 inh = Scp-1 (human) phosphatase inhibition; Q9GZU7; Recombinant Scp1, phosphopeptide, malachite green phosphate absorbance; inhibition, % at 20 µM; hit rate 0.88% among 340,000;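 active = inhibition above about 50% at 20 µM, limit read from the data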;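 note: plate controls were DMSO wells with enzyme for no effect and wells lacking enzyme for full effect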
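Test system: SCP-1 phosphatase catalytic domain, residues 76-261 | Compound dosing: One concentration, 20 µM, with 1.0% DMSO | Schedule: 45 min room-temperature reaction, 5 min colour, 30 min stabiliser | Detection: Absorbance at 630 nm | Read-out basis: % inhibition of SCP-1 phosphate liberation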
Rpn11 inh = Rpn11 (human) deubiquitinase inhibition | O00487 | human 26S proteasome, Ub4-pepOG fluorescence polarization; 20S core pre-blocked with epoxomicin | calls only at 20 µM | hit rate 0.59% among 360,000;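 active = inhibition at 20 µM, scaled to each plate's controls, above about 33%, limit read from the data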
NadD inh = inhibitors of Staphylococcus aureus NadD; purified NadD enzyme, colorimetric absorbance read-out; inhibition, % at 20 µM; hit rate 0.78% among 360,000; in the data active = inhibition above about 26%; note: some compounds past the cut are filed as inactive
* hit, by the source's call; i = inactive; / = not tested or not shown.

Every second line gives: MsrA inhibitor	Tb MetRS inh	Scp1 inh	CSN inh	Rpn11 inh	NadD inh	SUMO1 PPI mod	DNMT1 inh	LMPTP block	STEP inh
1	Cc1ccc(-n2c(CSc3nc(C)cc(C)n3)nnc2SCC(=O)NCc2ccco2)cc1
  -0.3	0.2	-7	3	i	3	1	0	-1.1	2
2	Cc1c(CCC(=O)N[C@@H](CC(C)C)C(=O)O)c(=O)oc2c(C)c3oc4c(c3cc12)CCCC4
  1.1	0.0	-2	4	i	-1	4	-1	-0.1	3
3	COc1cc(C(=O)O)ccc1O
  -0.4	-0.3	1	-2	i	-5	5	5	-1.8	2
4	COc1ccc(CNC(=O)CN2C(=O)CSc3ccc(S(=O)(=O)N4CCOCC4)cc32)cc1
  0.7	0.0	-11	0	i	-9	2	4	-0.7	-2
5	CC(C)CNS(=O)(=O)c1ccc(CCC(=O)O)cc1
  -0.2	-0.8	-5	-1	i	-4	0	2	-1.4	0
6	O=C(c1ncc[nH]1)c1ccco1
  2.3	0.0	-5	-4	i	0	0	-3	-1.7	3
7	O=S(=O)(c1cccc2cccnc12)N1CCN(Cc2ccccc2)CC1
  0.2	-1.4	-3	-3	i	-8	6	2	-2.1	-3
8	O=C(Cc1ccc(Cl)cc1)N/N=C/c1c(Cl)cccc1Cl
  -0.7	0.2	0	-10	i	1	-1	6	-0.2	0
9	Cc1nn(C)cc1CN(C)S(=O)(=O)c1cccc([N+](=O)[O-])c1
  -0.7	0.7	-2	-8	i	1	-23	1	-0.9	2
10	CC(=O)CSc1nc2c(c(=O)[nH]c(=O)n2C)n1Cc1ccccc1Cl
  0.7	-1.1	16	5	i	-3	1	-2	-2.3	0
11	O=C(c1cccc(C(F)(F)F)c1)C1CCCN(C(=O)c2cc(C3CC3)[nH]n2)C1 (stereo not drawn)
  -0.2	-0.6	-3	1	i	1	2	-2	2.1	2
12	Cc1ccc(CC(=O)N/N=C/c2ccc3c(c2)OCO3)cc1
  0.1	-0.9	-4	-2	i	-6	-4	1	-2.0	-3
13	COc1ccc(NC2CCCN(C(=O)c3ccc(OC)cc3OC)C2)cc1 (stereo not drawn)
  -1.3	-0.8	10	6	i	-1	0	7	1.2	-1
14	Cc1cc2nc(C)n(CCCNC(=O)Nc3ccc(F)cc3)c2cc1C
  1.5	0.6	-5	1	i	2	-1	-5	-0.3	-2
15	Cn1cc(Br)c(C(=O)NNC(=O)c2ccccc2)n1
  -0.1	-1.5	3	-7	i	3	3	16	-0.9	0

(listing goes on)
Every second line gives: MsrA inhibitor	Tb MetRS inh	Scp1 inh	CSN inh	Rpn11 inh	NadD inh	SUMO1 PPI mod	DNMT1 inh	LMPTP block	STEP inh
16	CNc1cc(-c2ccc(OC)nc2)ncn1
  1.2	0.1	/	4	i	1	1	2	-0.6	-1
17	Cc1ccccc1NC(=O)C(=O)NCCc1ccccc1
  -0.8	-0.5	-2	-2	i	-2	1	7	-0.7	1
18	COc1cccc(N2CCN(c3ccc(S(=O)(=O)N4CCCC4)cc3)CC2)c1
  -0.7	-1.0	-5	-1	i	0	-2	10	-1.7	-4
19	Cc1cccc(NC(=O)CSc2nnc3ccc(-c4ccccn4)nn23)c1
  -0.5	-0.2	-5	-1	i	-2	-22	-2	0.3	1
20	O=C(/C=C/c1cccc([N+](=O)[O-])c1)NCCN1C(=O)S/C(=C\c2ccc(F)cc2)C1=O
  1.4	-1.2	-7	-7	i	6	-1	10	-1.9	1
21	O=C(Nc1ccc(N2C(=O)c3cccc4cccc(c34)C2=O)cc1)c1ccc(N2CCCCC2)c([N+](=O)[O-])c1
  2.3	-1.2	-4	-8	i	26	-14	21	0.4	4
22	CC1CN=C(NC(=O)c2cccc([N+](=O)[O-])c2)S1 (stereo not drawn)
  0.8	-0.4	1	-3	i	-3	-35	1	-0.3	-1
23	O=S(=O)(CCN1CCOCC1)c1ccc(Cl)cc1
  0.8	-0.5	-7	0	i	-12	-4	3	-1.6	0
24	O=C(OCc1cn([C@@H]2CN(CC3CCCCC3)[C@@H](c3ccccc3)C[C@H]2O)nn1)c1ccccc1
  1.2	-0.5	/	7	i	1	4	-16	3.1	-1
25	CCOCCn1c(N2CCN(c3ccccc3)CC2)nc2c1c(=O)n(C)c(=O)n2C
  -1.4	0.3	-5	-5	i	-4	0	-1	-2.1	0
26	COc1cccc(-c2cc(C(F)(F)F)nc(-n3ccc([N+](=O)[O-])n3)n2)c1
  -0.6	-0.9	0	-1	i	-13	-2	10	-0.1	-3
27	O=C1CN(C(=O)COC(=O)CNC(=O)c2ccc(Cl)cc2)c2ccccc2N1
  0.7	-0.4	4	-7	i	-2	-1	2	-2.2	-1
28	O=C(NC(=S)Nc1ccc(-c2nc3ncccc3o2)cc1)c1ccccc1F
  -0.2	-0.6	3	-2	i	7	-3	1	0.6	0
29	O=C(Cc1ccc(S(=O)(=O)N2CCOCC2)s1)N1CCN(c2ccc(C(F)(F)F)cc2[N+](=O)[O-])CC1
  0.7	0.2	-3	-8	i	12	-23	-6	3.0	1
30	CCOC(=O)C1=C(C)N(C)C(=S)NC1c1cccc(Cl)c1Cl (stereo not drawn)
  0.3	-0.4	-3	0	i	-1	4	-4	-2.0	1

Quoted from the listing:
LMPTP block, no. 18 : -1.7
DNMT1 inh, no. 21 : 21

Carrying on.
Every second line gives: MsrA inhibitor	Tb MetRS inh	Scp1 inh	CSN inh	Rpn11 inh	NadD inh	SUMO1 PPI mod	DNMT1 inh	LMPTP block	STEP inh
31	COCCNC(=S)N/N=C(\C)c1cccc([N+](=O)[O-])c1
  0.9	1.8	-13	-1	i	-3	-8	-6	-2.6	-3
32	Cc1c(NC(=O)COC(=O)Cc2ccc(Br)cc2)c(=O)n(-c2ccccc2)n1C
  -0.3	-0.5	6	2	i	-5	-13	-1	-1.5	-4
33	Cc1ccc(/C=N/NC(=O)c2nnn(-c3nonc3N)c2CN(C)C2CCCCC2)cc1
  -1.1	-0.3	-9	-1	i	2	-1	3	-0.8	-3
34	COc1ccc(C(=O)Nc2c(Cl)cc(Cl)cc2C(=O)NCc2ccco2)cc1
  -1.4	-0.1	-7	-3	i	2	-2	-4	-0.7	-4
35	COc1ccccc1OCCNC(=O)c1cc(F)c(F)cc1Cl
  -0.1	0.6	-7	-6	i	-7	0	5	0.0	0
36	O=C(CSc1n[nH]c(-c2ccncc2)n1)Nc1ccccc1
  -0.7	-0.5	1	1	i	1	-2	-2	-0.8	-1
37	CC(C1CC2CCC1C2)n1c(-c2cccs2)n[nH]c1=S (stereo not drawn)
  0.4	-0.8	-3	2	i	12	-13	2	0.5	3
38	CCOC(=O)NC(N(O)c1cccc(Cl)c1)C(Cl)(Cl)Cl (stereo not drawn)
  1.1	0.2	-24	-1	i	2	0	-13	1.2	2
39	Cc1ccc(S(=O)(=O)N2CCN(C(=O)c3ccccc3OCc3c(C)noc3C)CC2)cc1
  -0.5	0.1	-9	6	i	-1	-3	1	1.0	2
40	Cc1cc2c(cc(C(=O)OC(C(=O)NCC3CCCO3)C(C)C)n2C)o1 (stereo not drawn)
  0.2	-1.0	-4	-3	i	-3	-4	0	-0.1	3
41	O=[N+]([O-])c1ccc(Nc2c3ccccc3nc3ccccc23)cc1
  1.2	2.6	1	9	i	4	-29	-6	23	1
42	CC(C)COC(=O)Nc1nnc(SCc2ccccc2F)s1
  0.9	-0.5	-3	4	i	12	4	-1	-0.6	-11
43	COc1cccc2cc(C(=O)Nc3cccc(C)n3)c(=O)oc12
  /	-1.3	102*	-6	i	2	-12	74*	-3.0	56*
44	CCCCn1c(=O)[nH]c2ccccc21
  -1.1	0.1	-3	6	i	2	1	0	-0.1	-2
45	CCOC(=O)c1cc(C)sc1NC(=O)CCC(=O)O
  0.2	-0.8	-2	3	i	-2	-2	8	-1.7	1

4 compounds from above, reduced to Rpn11 inh:
item | smiles | Rpn11 inh
42 | CC(C)COC(=O)Nc1nnc(SCc2ccccc2F)s1 | i
43 | COc1cccc2cc(C(=O)Nc3cccc(C)n3)c(=O)oc12 | i
44 | CCCCn1c(=O)[nH]c2ccccc21 | i
45 | CCOC(=O)c1cc(C)sc1NC(=O)CCC(=O)O | i

The listing continues.
Every second line gives: MsrA inhibitor	Tb MetRS inh	Scp1 inh	CSN inh	Rpn11 inh	NadD inh	SUMO1 PPI mod	DNMT1 inh	LMPTP block	STEP inh
46	O=C(NC1(Cc2ccc(O)cc2)CCCCC1)c1ccccc1
  -1.4	-0.9	3	0	i	-4	1	1	-0.5	-3
47	CCc1cc(C(=O)N(C)CC(=O)N(CC(C)C)c2c(N)n(CC(C)C)c(=O)[nH]c2=O)sc1C
  /	0.4	-5	0	i	2	2	0	-1.9	-1
48	COc1cc(Nc2nc3ccccc3n3nnnc23)cc(OC)c1OC
  -0.3	-0.4	12	29	i	-7	2	-13	-1.1	-4
49	CC1CCCN(C(=O)c2ccc(CNc3c(N4CCCCC4)c(=O)c3=O)cc2)C1 (stereo not drawn)
  -0.3	0.1	-10	6	i	3	3	-3	0.6	-2
50	CCN(CC)C(=O)C1CCCN(Cc2ccc3ccccc3c2)C1 (stereo not drawn)
  0.8	-1.3	-8	0	i	-3	6	-1	0.1	2
51	O=C(O)CC(CC(=O)Nc1ccc(N2CCOCC2)cc1)c1ccccc1 (stereo not drawn)
  1.0	-0.5	0	-3	i	1	2	-2	-2.7	2
52	Cc1ccc(S(=O)(=O)NCc2ccc(C(=O)N3CCN(Cc4ccccc4)CC3)cc2)cc1
  -0.1	-0.9	-5	-3	i	9	0	-2	0.3	0
53	O=C(OCCN1CCOCC1)c1ccccc1Cl
  0.7	-0.5	-13	-4	i	-3	10	2	-0.3	-3
54	CCc1ccccc1NC(=O)c1cc(S(=O)(=O)N2CCCC2)c[nH]1
  0.0	-0.2	10	-2	i	-2	2	8	1.1	1
55	O=C(Nc1nc2c(s1)CCCC2)C1COc2ccccc2O1 (stereo not drawn)
  1.3	-0.7	-5	1	i	-2	5	-1	0.0	4
56	CC(C)NC(=O)CNc1ccc(C(F)(F)F)cc1[N+](=O)[O-]
  -0.6	0.2	-1	0	i	-2	-17	3	-1.2	2
57	CC(C)CC1NC(=O)C(CC(C)C)N(CO)C1=O (stereo not drawn)
  0.3	0.3	1	1	i	0	-4	0	-3.2	1
58	O=C(Nc1ccc2oc(-c3cccc(F)c3)nc2c1)c1ccccc1F
  -0.1	0.2	-8	5	i	2	19	30	-0.3	-3
59	COc1ccc(NC(=O)C2CCN(S(=O)(=O)c3ccc4[nH]c(=O)oc4c3)CC2)c(OC)c1
  /	-0.8	-1	-1	i	-1	4	-3	-1.0	-2
